EWS-Fli block = blocks EWS/Fli oncoprotein-driven transcription | A673 NR0B1-luciferase reporter, viability-normalised | inhibition, % at 12.6 µM | 0.67% of 350,000 active | AID 651661;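 active means mean inhibition of at least 50% after viability correction, with every replicate also passing that limit; inconclusive means mean reaches 50% but only one of two replicates passes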;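 further: firefly luciferase signal divided by Alamar Blue viability fluorescence both relative to DMSO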
PAX8 inh HTS = PAX8 transcriptional activity inhibition; RMG-I TPO-luciferase reporter, SteadyGlo, 24 h; inhibition, % at 12.6 µM; 1.2% of 360,000 active; AID 652154;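 active means mean replicate inhibition at least 60% with every replicate also reaching 60%; inconclusive means only one of the two criteria is met; inactive means mean below 60% and not all replicates reaching 60%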;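 further: luciferase light reporting Pax8 driven TPO promoter activity; plate controls were median of neutral control wells for no effect and mitoxantrone controls for full effect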
Xi reactivation = reactivates the inactive X chromosome in mouse fibroblasts; XiGFP mouse fibroblasts, % GFP-positive cells imaging, 3 d; cells co-treated with 5-aza-dC sensitizer; scaled so ellipticine positive control = 100%; 0.055% of 360,000 active; activation, % at 7.58 µM;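 active means mean normalized replicate activation at least 10% and every replicate at or above 10%; inconclusive means only one of the two criteria met; inactive means mean below 10% and not all replicates reach 10%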;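 further: 0% = median of on-plate neutral control wells and 100% = ellipticine 6 µM median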
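System: 68-5-11 XiGFP fibroblast line; Timing: 3 days compound exposure; Compound dosing: one concentration, pinned; Benchmarks: positive control ellipticine, 6 µM final; Buffer or medium: DMEM containing 5-aza-dC.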
GSIS activator = primary screen for activators of insulin secretion dependent on glucose, INS-1E cells, GLuc reporter luminescence; activation, % at 16.6 µM; 0.61% of 370,000 active; INS-1E GLuc reporter insulin secretion, 2-3 h;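 active means lowest replicate activation of at least 40%, so every replicate reaches that level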;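 further: 0% = median of neutral control wells and 100% = median of IBMX positive control wells; some compounds called inactive have numbers as strong as hits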
F508del corr = correctors of CFTR F508del function in bronchial epithelial cells | activity (quench increase), % at 7.58 µM | CFBE cells, YFP halide quenching; stimulated with forskolin plus potentiator P3; % fluorescence drop versus neutral controls | 0.36% of 350,000 active | AID 720511;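 active means mean added fluorescence quench of at least 8% versus neutral control, with both replicates also reaching 8%; inconclusive means only one of the mean or replicate conditions met; inactive means mean below 8% and not both replicates reaching 8%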;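 further: cells transiently co-express mutant CFTR-F508del with the halide-sensitive YFP; corrector assay measuring rescue of mutant channel to the surface after 24 h compound exposure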
DENV2 CPE = protects cells from dengue virus 2 cytopathic effect; 1.7% of 350,000 active; DENV2-infected cells, cytopathic effect rescue, plate reader; AID 651640; CPE inhibition, % at 9.99 µM; in the data active means CPE inhibition above about 20%, passing the limit was not always enough; inconclusive means no clear call, values can overlap the other calls; tested in BHK-21 cells;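 further: 0% = median of neutral control wells and 100% = median of positive control wells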
ARNT TACC3 PPI = ARNT/TACC3 interaction disruption | inhibition, % at 9.99 µM | 0.66% of 390,000 active | Q9Y6A5 | AlphaScreen His-ARNT PAS-B/GST-TACC3 binding, luminescence; TACC3 fragment carries E629A point mutation;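 active means mean inhibition of replicates at least 50% and at least half of replicates each reaching 50%; inconclusive means half or more replicates reach 50% but mean below 50%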;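 further: 0% = complete ARNT plus TACC3 wells and 100% = ARNT alone without TACC3; many hits fall short of the cut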
ERp5 inh = blocks human ERp5 reductase activity on insulin | ERp5 insulin aggregation, absorbance 650 nm, 90 min | inhibition, % at 9.99 µM | 0.05% of 350,000 active | AID 651711;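 active means mean replicate inhibition above about 25%, with every replicate also reaching it, limit read from the data, passing the limit was not always enough; inconclusive means only one of those two criteria met; inactive means neither criterion met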
Target sequence (Q15084 whole entry, looked up): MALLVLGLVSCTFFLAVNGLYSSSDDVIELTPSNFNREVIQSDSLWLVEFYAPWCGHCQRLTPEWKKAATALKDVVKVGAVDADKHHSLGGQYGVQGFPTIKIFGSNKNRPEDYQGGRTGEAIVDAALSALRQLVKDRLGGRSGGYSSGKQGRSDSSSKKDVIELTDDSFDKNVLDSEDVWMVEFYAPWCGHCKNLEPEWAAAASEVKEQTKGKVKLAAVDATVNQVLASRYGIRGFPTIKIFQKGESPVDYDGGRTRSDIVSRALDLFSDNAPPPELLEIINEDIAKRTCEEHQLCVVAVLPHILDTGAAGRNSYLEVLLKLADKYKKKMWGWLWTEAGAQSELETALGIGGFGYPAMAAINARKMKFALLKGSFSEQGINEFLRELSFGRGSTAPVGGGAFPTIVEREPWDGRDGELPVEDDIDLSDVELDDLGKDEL
* hit, by the source's call; ? = inconclusive; / = not tested or not shown; & = joins results of further samples.

SMILES	EWS-Fli block	PAX8 inh HTS	Xi reactivation	GSIS activator	F508del corr	DENV2 CPE	ARNT TACC3 PPI	ERp5 inh
COc1cc(CN2CC(=O)N(c3ccc(C)c(C)c3)C2=S)cc(OC)c1OC	/	14.9	-0.1	-29.5	/	/	-2.0	/
Cn1cnc(S(=O)(=O)N[C@@H]2CC[C@H](CC(=O)N3CCN(c4ccccc4)CC3)O[C@H]2CO)c1	8.2	-17.0	0.1	-4.8	0.1	1.9	-3.9	2.0
COCC(=O)N(C)C[C@H]1Oc2ncc(-c3ccccc3C)cc2C(=O)N([C@H](C)CO)C[C@@H]1C	-8.8	/	-1.3	16.2	-1.1	10.6	-4.4	5.2
Cc1ccc(/C(N)=N/OC(=O)C(C)c2ccc([N+](=O)[O-])cc2)cc1 (stereo not drawn)	-7.8	-2.5	0.0	10.9	0.4	3.0	-16.7	5.2
CO[C@@H]1CN(C)C(=O)c2cc(NC(C)=O)ccc2OC[C@H](C)N(CC2CC2)C[C@H]1C	-1.7	4.6	0.4	5.6	2.4	0.7	-7.7	0.6
CC(=O)N1CCc2cc(Br)cc(S(=O)(=O)CCC(=O)N3CCN(c4ccccn4)CC3)c21	-20.6	2.3	0.1	-5.9	-4.1	-5.2	9.7	-4.6
CCCCn1c(=O)[nH]c(=O)c2c1nc(-c1ccc(-c3ccccc3)cc1)n2C	9.8	-4.1	0.6	9.6	-2.6	0.9	-6.6	1.9
CC(C)CC(NS(=O)(=O)c1ccc2c(c1)oc(=O)n2C)C(=O)NC1CCCc2ccccc21 (stereo not drawn)	-1.7	0.1	-0.1	-1.2	2.1	-5.9	-9.2	7.0
O=C(Cn1cnc2ccccc2c1=O)Nc1nnc(C2CC2)s1	/	-5.2	0.0	9.7	/	/	-4.3	/
O=C(Oc1cccc2c(O)cccc12)c1ccco1	16.9	15.5	0.0	-0.2	-3.9	6.1	2.0	-1.8
Cc1nc(NS(=O)(=O)c2ccccc2)sc1C(=O)N/N=C/c1ccccc1	-0.1	-4.0	-0.2	-4.8	-3.9	/	0.4	-1.3
C[C@@H]1CN([C@@H](C)CO)C(=O)c2cccc(NC(=O)c3ccncc3)c2O[C@H]1CN(C)C(=O)Nc1ccc2c(c1)OCO2	-9.6	/	0.0	4.7	1.0	-5.7	-11.3	-6.3
NC(=O)c1cc([N+](=O)[O-])ccc1NCc1cccc2ccccc12	-15.1	21.6	0.0	-4.1	-3.7	-4.2	-5.6	0.3
C[C@H](CO)N1C[C@H](C)[C@@H](CN(C)Cc2ccc3c(c2)OCO3)Oc2c(NC(=O)c3ccc(-c4nccs4)cc3)cccc2C1=O	-3.8	/	0.0	-20.9	-0.1	-4.0	21.6	1.6
Cc1ccc(S(=O)(=O)Nc2ccc(Cl)cc2O)cc1	-3.6	1.5	-0.1	16.4	-5.4	1.5	/	-4.1
Cc1csc(NC(CO)c2nc3ccccc3n2CCOCCO)n1 (stereo not drawn)	-0.4	-12.9	0.0	5.9	4.6	4.2	4.3	-1.9
O=C(c1cnc(Cc2c[nH]c3ccccc23)c(I)c1)N1CCCCC1	-96.6	-31.3	0.0	-19.8	-1.0	2.2	/	0.8
O=C(COC(=O)c1cccc(F)c1)Nc1ccc2c(c1)OCCO2	-2.7	-64.6	0.2	2.4	-2.2	8.7	3.5	-2.9
COCCNC(=S)N/N=C/c1ccc2c(c1)OCCO2	-9.5	-4.6	0.2	6.9	-0.8	-3.8	2.9	2.9
O=C(CCl)Nc1cc(SCC(O)CO)cc([N+](=O)[O-])c1 (stereo not drawn)	47.0	108.3*	0.4	-8.3	-0.2	-2.7	-8.0	5.7
COc1ccc(Oc2nc3c(C)cccn3c(=O)c2/C=C(\C#N)C(N)=O)cc1	-9.2	20.5	0.4	8.7	-1.7	-2.9	-9.8	-4.8
COc1ccc2c(Cl)c(-c3nnc(SCC(N)=O)n3C)sc2c1	-11.2	-8.4	0.0	0.0	2.6	1.4	1.0	0.4
Cc1cc(C)nc(NC(=O)c2c(C(=O)O)noc2C)n1	3.1	19.8	0.2	4.0	-0.8	0.4	/	1.9
CCNC(=O)C[C@@H]1CC[C@H]2[C@H](COc3ccc(NC(=O)c4cscn4)cc3C(=O)N2C)O1	5.2	-5.3	0.2	-2.4	-1.4	-11.2	8.0	-18.9
C[C@H](CO)N1C[C@H](C)[C@@H](CN(C)C(=O)Nc2ccc(C(F)(F)F)cc2)Oc2ccc(NC(=O)NC3CCCCC3)cc2CC1=O	0.1	12.1	-0.3	-10.8	2.2	?	-4.2	-11.3
COc1ccc(C(=O)NNC(=O)CCC(=O)Nc2cc(C)on2)cc1	/	-7.0	0.0	24.3	/	/	-7.2	/
N#CC1=C(N)SC(N)=C(C#N)C1c1cccc(O)c1	5.0	/	/	-2.0	0.8	2.0	7.3	-6.7
O=C(O)c1ccc(Cl)c(S(=O)(=O)Nc2ccc(S(=O)(=O)Nc3cccc(Cl)c3)cc2)c1	3.8	12.1	0.4	-15.4	2.0	5.7	8.1	1.0
O=C(Nc1nc2ccccc2[nH]1)c1ccc(OC(F)F)cc1	37.7	-87.6	0.1	-4.1	4.2	-2.1	0.7	-0.1
COc1ccc(S(=O)(=O)Nc2ccc3c(c2)C(=O)N([C@@H](C)CO)C[C@@H](C)[C@H](CN(C)S(=O)(=O)c2ccc(F)cc2)OCCCC[C@H](C)O3)cc1	24.9&11.9	7.2&29.0	0.4&0.0	-16.4&2.1	4.7&-1.0	-0.4&-0.2	3.3	-0.7&2.1

Arranged by value in ERp5 inh (high to low): 3 from the list above.
smiles | GSIS activator | F508del corr | DENV2 CPE | ARNT TACC3 PPI | ERp5 inh
Cc1ccc(/C(N)=N/OC(=O)C(C)c2ccc([N+](=O)[O-])cc2)cc1 (stereo not drawn) | 10.9 | 0.4 | 3.0 | -16.7 | 5.2
NC(=O)c1cc([N+](=O)[O-])ccc1NCc1cccc2ccccc12 | -4.1 | -3.7 | -4.2 | -5.6 | 0.3
Cc1ccc(S(=O)(=O)Nc2ccc(Cl)cc2O)cc1 | 16.4 | -5.4 | 1.5 | / | -4.1

(further entries)
SMILES	EWS-Fli block	PAX8 inh HTS	Xi reactivation	GSIS activator	F508del corr	DENV2 CPE	ARNT TACC3 PPI	ERp5 inh
Cc1nnc2sc(SCc3ccccc3Cl)nn2c1=O	3.8	-0.6	0.2	-4.3	0.3	2.6	-17.4	3.9
O=C(NCc1cccs1)c1cccc2c(-c3cccnc3)coc12	-17.2	-6.1	-0.1	35.8	1.2	?	/	-0.5
O=C(C[C@H]1CC[C@H]2[C@@H](COC[C@@H](O)CN2C(=O)C2CCOCC2)O1)NCc1ccncc1	1.2	-8.0	0.0	4.2	2.0	-4.7	-6.3	-1.5
C[C@@H]1CN([C@@H](C)CO)C(=O)c2ccccc2-c2ccccc2CO[C@@H]1CN(C)S(=O)(=O)c1cccc(C#N)c1	3.1	-28.2	0.0	13.0	-0.4	-1.3	6.6	-2.2
C[C@@H]1CN([C@H](C)CO)C(=O)Cc2cc(NC(=O)Nc3ccc(C(F)(F)F)cc3)ccc2O[C@@H]1CN(C)Cc1ccc(Oc2ccccc2)cc1	-10.0	54.5	-0.1	4.2	0.1	-5.7	8.3	/
COc1cc(OC)cc(-c2nnc(NC(=O)CCS(=O)(=O)c3ccc(F)cc3)o2)c1	-0.5	19.9	0.0	12.2	-1.2	-0.2	4.0	1.1
Cc1csc2sc(-c3ccnc(SCC(=O)NCc4ccccc4)n3)c(C)c12	54.6*	30.4	0.0	-2.8	15.9*	-1.4	-3.7	-3.3
COc1ccc2c3c(n(C)c2c1)[C@@H](CO)N(C)CC31CN(S(=O)(=O)c2cccs2)C1	3.6	4.5	0.0	14.1	-1.8	17.9	/	-1.5
COc1ccc(NC(=O)Nc2ccc3c(c2)C(=O)N([C@@H](C)CO)C[C@H](C)[C@H](CN(C)Cc2ccncc2)O3)cc1	14.3	-0.1	0.3	0.8	-1.8	11.7	/	1.7
CN1C(=O)C(C)(C)c2cc(S(=O)(=O)NCCc3ccc(Cl)cc3)ccc21	-2.7	2.5	0.3	0.7	3.9	?	/	-7.8
OC(COc1ccc2c(c1)OCO2)CN1CCN(c2ccc(F)cc2)CC1 (stereo not drawn)	1.7	-11.9	0.2	2.4	0.2	1.6	-14.7	-1.3
Cc1sc(NC(=O)c2cc(-c3ccccc3)nc3ccccc23)c(C(N)=O)c1C	-35.9	16.3	0.0	5.0	0.1	3.4	-3.7	8.7
CS(=O)(=O)Oc1ccc(/C=C2\C(=N)N3N=C(CC(=O)N4CCOCC4)SC3=NC2=O)cc1Cl	-0.5	-16.9	0.0	-0.9	-3.1	-7.3	1.3	2.7
CN(CC(=O)N1CCCC1)S(=O)(=O)c1ccc2ccccc2c1	-9.0	1.1	0.0	8.1	2.2	-0.5	-0.8	3.7
CN(C)c1ccc(NC(=O)CSc2nc3c(c(=O)[nH]2)CCCC3)cc1	15.3	/	/	-6.4	-1.1	-0.7	-3.2	-4.9
CCOCCn1c(CN(Cc2ccccc2)Cc2ccccc2)nc2c1c(=O)n(C)c(=O)n2C	9.2	15.9	-0.1	-33.5	-0.3	-6.9	3.3	3.3
C#CCNC(=O)C[C@@H]1C[C@@]2(C(=O)OC)CCCCC=C2N(CCCCCCCC)C1=O	-5.2	-7.4	-0.1	-22.8	0.7	0.2	/	0.4
CC1(C(=O)NS(=O)(=O)c2cccc(F)c2)CCN1C(=O)C/C=C/c1ccccc1 (stereo not drawn)	2.3	-6.1	0.1	/	5.5	1.1	/	6.2
COC1=C(Nc2ccccc2)C(=O)C(OC)=C(Nc2ccccc2)C1=O	-36.7	-10.3	0.2	/	-3.5	1.1	-11.9	-1.2
COc1cc(C)c(CN2CCN(c3ncccn3)CC2)cc1C	-7.9	5.5	0.5	6.0	2.5	1.9	/	3.2
Cc1cc(C)c(-c2cc(C(=O)Nc3cc(C)ccc3C)[nH]n2)c(O)c1	-5.4	6.8	0.3	10.6	1.8	-0.6	7.4	-1.1
COc1ccc(S(=O)(=O)N(C)C[C@@H]2Oc3ccc(NC(=O)Nc4ccccc4)cc3C(=O)N([C@@H](C)CO)C[C@@H]2C)cc1	9.6	/	0.0	-18.2	-3.0	0.6	-2.7	14.0
CC(C)C(=O)Nc1cc2c3c(c1)CCC(=O)N3CCC2	3.5	-7.7	0.0	22.8	-1.0	12.1	-3.7	-0.9
O=C(CCC(=O)Nc1ccccc1Cl)NNC(=O)C1CCCCC1	3.5	-7.7	0.3	3.3	-3.5	-6.4	-3.2	5.3
COc1ccnc2c1c(=O)n(Cc1ccc(Cl)cc1)c(=O)n2C	-34.9	-2.9	0.0	/	1.4	12.1	-3.4	-1.1
CN(C)/C=C/C(=O)c1cccc([N+](=O)[O-])c1	0.6	5.4	0.0	0.1	-1.8	-6.2	/	-0.3
CCOC(=O)N1CCN(S(=O)(=O)CCNC(=O)c2ccccc2)CC1	-1.1	-1.2	0.0	-2.9	1.9	16.1	-1.8	-5.4
Cc1cc(=O)oc2c(C)c(OC(C)C(=O)NCC(O)c3ccccc3)ccc12 (stereo not drawn)	/	17.9	-0.1	7.8	-0.8	3.7	-2.3	/
C[C@@H]1CN([C@H](C)CO)C(=O)Cc2cc(NC(=O)CCC(F)(F)F)ccc2O[C@@H]1CN(C)CC1CCCCC1	-0.8	/	0.1	2.4	2.4	-1.1	2.8	5.8
CSc1ncccc1C(=O)OCC(=O)Nc1cccc(S(=O)(=O)N2CCOCC2)c1	-0.7	-10.3	0.2	/	0.9	-5.4	-11.7	4.3
N#Cc1ccc(NC(=O)COC(=O)c2cccc(S(=O)(=O)N3CCCC3)c2)cc1	11.1	2.3	0.2	/	-7.1	-0.1	/	-3.7
